# Screening data: PubChem BioAssay, The Scripps Research Institute Molecular Screening Center
# PLCg1 inh – PLC-gamma1 enzyme inhibitors, primary screen, biochemical, fluorescence, purified enzyme. 1-phosphatidylinositol 4,5-bisphosphate phosphodiesterase gamma-1 (Homo sapiens), P19174. fluorogenic substrate. inhibition, % at 12.2 µM. hit rate 0.84% among 370,000; in the data active = inhibition above about 9.5%
# Target sequence (P19174 whole entry, looked up): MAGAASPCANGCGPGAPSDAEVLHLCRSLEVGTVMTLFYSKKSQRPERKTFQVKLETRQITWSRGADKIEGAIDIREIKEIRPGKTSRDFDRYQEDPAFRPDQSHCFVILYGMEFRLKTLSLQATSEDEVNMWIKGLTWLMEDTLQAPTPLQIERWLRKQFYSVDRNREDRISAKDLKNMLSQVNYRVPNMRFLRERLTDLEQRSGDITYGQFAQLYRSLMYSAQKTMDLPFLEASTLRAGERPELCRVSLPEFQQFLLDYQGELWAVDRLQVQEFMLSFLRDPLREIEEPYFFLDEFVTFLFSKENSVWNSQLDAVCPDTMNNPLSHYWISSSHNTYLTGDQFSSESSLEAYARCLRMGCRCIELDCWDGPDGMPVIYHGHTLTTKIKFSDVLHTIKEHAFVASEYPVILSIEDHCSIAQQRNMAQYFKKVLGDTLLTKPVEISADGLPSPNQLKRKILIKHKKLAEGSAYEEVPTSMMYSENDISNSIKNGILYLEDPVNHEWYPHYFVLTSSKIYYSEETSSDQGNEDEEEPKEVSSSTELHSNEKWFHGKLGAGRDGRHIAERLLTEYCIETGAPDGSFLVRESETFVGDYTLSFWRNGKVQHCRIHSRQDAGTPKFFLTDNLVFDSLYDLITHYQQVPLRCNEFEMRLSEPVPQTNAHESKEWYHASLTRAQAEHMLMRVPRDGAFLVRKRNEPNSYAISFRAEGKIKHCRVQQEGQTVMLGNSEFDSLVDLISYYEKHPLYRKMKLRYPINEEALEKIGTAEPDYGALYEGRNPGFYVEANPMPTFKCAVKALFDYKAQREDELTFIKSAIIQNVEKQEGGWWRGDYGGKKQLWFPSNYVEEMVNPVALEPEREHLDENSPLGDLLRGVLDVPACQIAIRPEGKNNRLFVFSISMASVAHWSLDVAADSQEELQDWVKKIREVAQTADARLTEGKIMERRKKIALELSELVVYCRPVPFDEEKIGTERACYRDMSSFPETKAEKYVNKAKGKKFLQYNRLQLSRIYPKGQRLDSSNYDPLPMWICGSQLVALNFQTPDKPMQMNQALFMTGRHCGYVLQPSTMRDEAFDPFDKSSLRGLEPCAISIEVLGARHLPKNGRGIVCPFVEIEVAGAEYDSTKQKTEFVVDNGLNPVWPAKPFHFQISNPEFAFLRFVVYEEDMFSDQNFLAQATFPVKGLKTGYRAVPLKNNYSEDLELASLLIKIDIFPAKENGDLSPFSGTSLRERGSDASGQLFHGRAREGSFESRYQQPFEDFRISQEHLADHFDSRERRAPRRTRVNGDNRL
# DDE Tn6 FP inh – inhibitors of Tn6 peptide binding to fibrin DD(E), primary screen, biochemical, fluorescence polarization, human fibrin, Tn6 probe; Fibrin DD(E) TRITC-Tn6 fluorescence polarization displacement; inhibition, % at 8.3 µM; hit rate 0.21% among 370,000; AID 720509, 2013;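 active = inhibition above a per-campaign cutoff: mean of compounds within control limits plus 3 SD, cut at about 15% in these data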;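 note: 0% = median of all compound wells on the plate and 100% = blocking peptide control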
# SIAE primary – human SIAE inhibitors, primary screen, biochemical, fluorescence polarization, FP-Rh probe, 1536-well HTS; SIAE FP-Rh probe binding; Sialate O-acetylesterase (Homo sapiens), Q9HAT2; hit rate 0.69% among 370,000; inhibition, % at 9.66 µM;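 active = inhibition above a cutoff: mean of compounds within the control limits plus 3 SD of those, cut at about 17% in these data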;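 note: 0% = plate median of compound wells and 100% = probe without SIAE protein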
# PLC-beta3 inh – human PLC-beta3 inhibitors, primary screen, biochemical, fluorescence. hit rate 0.18% among 370,000. AID 720704, 2013. Purified PLC-beta3, fluorogenic substrate. inhibition, % at 12.2 µM. 1-phosphatidylinositol 4,5-bisphosphate phosphodiesterase beta-3 (Homo sapiens), Q01970; in the data active = inhibition above about 11%;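 note: 0% = median of compound wells on plate and 100% = full blocker control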
# ASAP1 GAP inh – inhibitors of human ASAP1 ArfGAP activity, primary screen, biochemical, fluorescence polarization; hit rate 0.19% among 360,000; ASAP1-stimulated ARF1 GTP hydrolysis, GDP FP detection; inhibition, % at 16.5 µM; in the data active = inhibition above about 25%;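 note: 0% = vehicle with enzyme and substrate and 100% = no enzyme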
# ARFGAP1 inh – inhibitors of rat ARFGAP1 GAP activity, primary screen, biochemical, fluorescence polarization, GDP tracer; ADP-ribosylation factor GTPase-activating protein 1 (Rattus norvegicus), Q62848; Arfgap1-stimulated ARF1 GTP hydrolysis, GDP FP detection; inhibition, % at 16.5 µM; hit rate 0.26% among 360,000;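 active = inhibition above a per-plate limit, mean inhibition of low control wells plus 3 SD, cut at about 25% in these data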;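 note: 0% = DMSO wells with enzyme and 100% = wells lacking Arfgap1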
#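 material = rat Arfgap1 catalytic domain, aa 1-136 | also added = human ARF1(Δ1-17)-GTP substrate | compound dosing = one concentration, 16.5 µM, DMSO 1.26% | times = GTP hydrolysis reaction 2 h at 25 °C | measured by = FP, GDP Alexa 633 tracer displaced from anti-GDP antibody, 620/688 nm | evaluation = percent inhibition of Arfgap1-stimulated GTP hydrolysis | replication = single well per compound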
# ADAM17 inh – ADAM17 inhibitors, primary screen, biochemical, QFRET; hit rate 0.83% among 370,000; inhibition, % at 6.95 µM; recombinant ADAM17, EDANS/DABCYL FRET peptide cleavage; Disintegrin and metalloproteinase domain-containing protein 17 (Homo sapiens), P78536;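 active = inhibition above the mean of compounds lying between control limits plus 3 SD, set per campaign, cut at about 8.5% in these data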;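 note: 0% = DMSO-only wells as the low control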
# Tn7 DDE FP – inhibitors of Tn7 peptide binding to fibrin DD(E), primary screen, biochemical, fluorescence polarization, human fibrin, Tn7 probe | hit rate 0.13% among 370,000 | FP displacement of FITC-Tn7 peptide from fibrin DD(E); 0% = median of compound wells per plate | AID 720508, 2013 | inhibition, % at 8.3 µM | Fibrinogen beta chain (Homo sapiens), P02675;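 active = inhibition above the mean of compounds falling within the control limits plus 3 SD of them, cut at about 14% in these data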;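 note: 0% = plate median of compound wells and 100% = 10 µM Aha-Tn7 peptide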
#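 Also added: labelled Tn7 tracer, 0.1 µM; Assay system: human fibrin DD(E) protein; Amount: 2 µM fibrin DD(E); Schedule: 10 min compound pre-incubation, 3 h probe incubation at room temperature; Repeats: one replicate per compound; Read-out basis: percent inhibition; Measured by: fluorescence polarization of the labelled Tn7 tracer.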
# ADAM10 inh – human ADAM10 inhibitors, primary screen, biochemical, QFRET, HTS; recombinant ADAM10, EDANS/DABCYL FRET peptide cleavage, 3 h; inhibition, % at 7 µM; AID 720582, 2013; hit rate 0.62% among 370,000; Disintegrin and metalloproteinase domain-containing protein 10 (Homo sapiens), O14672;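 active = inhibition above a per-campaign cutoff equal to the mean of compounds falling between control-based bounds plus 3 SD, cut at about 20% in these data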;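 note: 0% = DMSO wells while the 100% control is not disclosed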
# TDP2 absorb – human TDP2 enzyme inhibitors, primary screen, biochemical, epi absorbance, recombinant enzyme | Tyrosyl-DNA phosphodiesterase 2 (Homo sapiens), O95551 | AID 720702, 2013 | hit rate 0.34% among 370,000 | inhibition, % at 12.8 µM | T5PNP hydrolysis, p-nitrophenol absorbance 415 nm;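 active = inhibition above the mean of all tested compounds plus 3 SD, set per campaign, cut at about 25% in these data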;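 note: 0% = DMSO with enzyme and 100% = buffer with substrate but no TDP2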
#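 System – recombinant human TDP2 · Amount – 120 nM TDP2 per well · Buffer or medium – Mg2+-containing Tris-HCl buffer, pH 7.5 · Reagent – T5PNP substrate, 5 mM · Dosing – 12.8 µM single point, 1% DMSO · Incubation – 2 h at 37 °C · Measured by – epi absorbance · Read-out basis – percent inhibition · Benchmarks – high control without enzyme, low control DMSO plus TDP2 · Repeats – singlicate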
# An asterisk follows results filed as active; i = inactive; x = not tested or not shown.
SMILES	PLCg1 inh	DDE Tn6 FP inh	SIAE primary	PLC-beta3 inh	ASAP1 GAP inh	ARFGAP1 inh	ADAM17 inh	Tn7 DDE FP	ADAM10 inh	TDP2 absorb
CCCC(=O)N1CCc2cc(OC)c(OC)cc2C1COc1ccccc1OC (stereo not given)	0	-4	-6	-6	16	12	-2	-3	-2	2
CC1CCCCC1NS(=O)(=O)c1ccc(-n2cnnn2)cc1 (stereo not given)	3	5	3	2	1	3	-1	-2	8	3
O=C(O)CN1C(=O)/C(=C\c2ccccc2OCc2ccc(Cl)cc2Cl)SC1=S	-2	-7	-17	-11	-13	-28	0	3	4	6
O=C(O)c1ccc2c(c1)C(=O)N(c1ccc(/C=C/C(=O)c3ccccc3)cc1)C2=O	-80	0	-4	-86	1	-5	4	-13	1	-13
COc1ccc(-n2cnnc2)cc1	-1	6	-4	2	-9	6	-2	-1	-6	1
CC(=O)c1c(C)[nH]c(C(=O)Nc2ccc(Cl)c(S(=O)(=O)N(C)C)c2)c1C	0	-11	-3	-1	14	5	-4	-3	-7	-6
Cc1ccc(-c2cc(-c3ccc(Cl)cc3)c(C#N)c(N)n2)o1	-222	0	-2	-307	2	-2	-249	0	i	0
CN(CCc1ccccn1)C(=S)Nc1ccc(Cl)cc1Cl	1	0	3	-3	2	2	-3	5	-1	-3
C/C(Cn1nnc([N+](=O)[O-])n1)=N\NC(=O)c1ccc(C)cc1	1	-6	15	0	-13	2	-1	-3	-5	2
COc1ccc(S(=O)(=O)Nc2ccc3c(c2)C(=O)N([C@H](C)CO)C[C@H](C)[C@@H](CN(C)C(=O)Nc2ccc(C(F)(F)F)cc2)OCCCC[C@H](C)O3)cc1	0	-5	-26	-1	13	6	10*	-2	13	-10
CN(Cc1ccccc1)S(=O)(=O)c1ccc(Cl)c(C(=O)NCCCN2CCCC2=O)c1	-2	4	5	-6	0	-2	-3	4	-2	-13
COC(=O)c1cc(C(=O)N2CCOCC2)cc([N+](=O)[O-])c1	2	-1	-4	-2	11	1	-3	-6	7	-8
Cc1c(N(C)CS(=O)(=O)O)c(=O)n(-c2ccccc2)n1C	7	-13	0	2	13	6	-3	-4	-6	-9
CCCCN(C)C(=O)c1oc(=O)c2ccccc2c1-c1ccc(C)cc1	0	-5	2	1	x	x	0	6	-11	-3
O=C(CN1CCC(NC(=O)c2ccc(F)cc2)CC1)NCc1ccccc1F	-1	7	-1	0	3	3	-5	-2	3	-6
COc1ccc(Cl)cc1NC(=O)CCn1cnc2ccccc2c1=O	3	5	-3	4	-4	11	0	-5	8	2
Cc1cc(C)n(C(=O)COc2ccccc2C)n1	7	14	14	2	-2	-4	-1	9	-4	-4
CC(=O)Nc1ccc(OCCC[n+]2cccc(C(=O)[O-])c2)cc1	2	-1	9	3	8	6	-1	-11	-2	-1
COc1ccc(N2CCN(C(=O)c3ccc(S(=O)(=O)NCc4ccco4)cc3)CC2)cc1	0	-3	0	-3	-5	-12	0	-5	-1	-1
COC(=O)c1ccc(CNC(=O)COC(=O)CNS(=O)(=O)c2ccc(C)cc2)cc1	3	2	-4	5	-12	6	0	1	4	10
Cc1cccc(OCC(=O)Nc2ccccc2F)c1	2	3	2	-1	3	-3	-1	-2	-1	5
COc1ccc(C(=O)N2CCCC(c3nc(-c4cccs4)no3)C2)cc1OC (stereo not given)	-4	1	1	-2	-8	-10	0	8	-6	-5
CCOC(=O)C1=CNS(=O)(=O)NC1c1ccccc1 (stereo not given)	-69	1	13	-96	-4	-8	-85	0	-302	0
CC(Sc1nnc(Cc2cccs2)n1C)C(=O)Nc1ccc(C(N)=O)cc1 (stereo not given)	0	-2	-4	-6	-1	4	-1	1	4	14
CC(=O)Nc1nc(SCC(=O)NCC2CCCO2)[nH]c(=O)c1NC(=O)c1cccs1 (stereo not given)	1	4	6	2	-10	1	-2	9	-1	-1
CCN1CCN(C(=O)C2c3cc(OC)c(OC)cc3C(=O)N(C)C2c2ccc(SC)cc2)CC1 (stereo not given)	1	3	2	1	-4	5	0	-2	6	4
O=C(CCc1ccccn1)NC1CCCc2c1cnn2-c1ccc(F)cc1F (stereo not given)	-3	-4	6	-1	1	12	-4	-2	-3	-3
OCCC1CN(Cc2cnn(-c3ccc(F)cc3)c2)CCN1Cc1ccsc1 (stereo not given)	0	0	-8	5	-1	8	1	-6	0	-6
CCC1CCCCN1CC(O)Cn1c2ccccc2n2c(=O)cc(C)c(C#N)c12 (stereo not given)	-6	-6	3	-7	8	3	-18	9	-59	4
COc1ccc(/C(C)=N/NC(=O)CNC(=O)/C=C\c2ccccc2)c(OC)c1	4	-6	1	-5	4	-5	5	-4	-3	3
CCCc1nn2c(=O)cc(CSCC(=O)Nc3ccccc3OC)nc2s1	3	5	2	-3	1	-7	-1	0	-2	15
CC(C)(C)C1CCc2c(C(=O)NNC(=O)CCCC(=O)O)csc2C1 (stereo not given)	2	-2	2	2	6	5	1	1	-6	-8
COc1cc(CN2CCN(c3ccccc3C)CC2)cc([N+](=O)[O-])c1O	4	-7	-1	1	15	5	-4	-6	6	-11
COc1ccccc1C(=O)Nn1c(C)nc2ccccc2c1=O	2	1	8	-3	-10	12	-4	-4	3	-1
O=C(COC(=O)c1ccccc1[N+](=O)[O-])Nc1cc(S(=O)(=O)N2CCOCC2)ccc1N1CCCC1	12*	-7	-4	-6	-1	-11	5	-1	4	-10
CCOC(=O)c1ccc(NC(=O)CN2C(=O)CSC(C)C2=O)cc1 (stereo not given)	2	-10	2	-1	2	-2	-1	-3	-7	-8
COc1ccc(C2(O)C(=O)Nc3ccccc32)cc1 (stereo not given)	8	11	-1	0	-3	2	1	-2	0	-9
O=C(Nc1ccc(F)cc1)c1cccc(N2C(=O)C3C4C=CC(C4)C3C2=O)c1 (stereo not given)	0	1	6	-7	-7	1	-3	2	3	16
CCOC(=O)c1c(NC(=O)CSc2nnc(-c3c[nH]c4ccccc34)n2CCOC)sc2c1CCCC2	0	-10	-3	-2	5	1	-3	0	-6	-4
O=C(NCC1(c2ccccc2)CCCC1)C(=O)NCC1(c2ccccc2)CCCC1	-4	8	1	0	-3	-2	-3	2	-6	-1
Cc1ccc(NC(=O)c2ccc(CNc3c(N4CCC(C)CC4)c(=O)c3=O)cc2)cc1	3	-3	-7	-3	0	8	-2	0	2	-7
CC1CC(C)(C)CC2(C1)NC(=O)N(CC(=O)Nc1cc(C(F)(F)F)ccc1N1CCCCC1)C2=O (stereo not given)	2	2	6	-13	-11	-9	1	3	-9	-8
COC(=O)CN(c1ccc(C)cc1)S(=O)(=O)c1c(C)[nH]c(=O)[nH]c1=O	4	-1	6	2	-1	11	0	-4	5	-7
CC(C)C[C@H](NC(=O)Nc1ccc2c(c1)OCCO2)C(=O)O	-1	0	3	-6	5	-7	0	2	3	-15
CC(C)(C)NC(=O)CN(Cc1ccc(F)cc1)C(=O)Cn1nnc(-c2ccc(F)cc2)n1	-4	7	-6	-5	-1	-7	-4	5	-4	-3
CSc1n[nH]c(/N=C/c2oc(O)c3ccccc23)n1	0	-4	1	1	2	1	-2	-2	6	0
COC(=O)c1ccccc1C(=O)N1CCCC(CNC(=O)c2ccc(F)cc2)C1 (stereo not given)	2	1	6	-2	-3	-6	1	8	8	2
F[B-](F)(F)COCc1ccccc1Br	0	-2	-2	0	0	4	-2	0	3	0
CC(C)Oc1ccc(C(CC(=O)O)NC(=O)Cc2ccccc2)cc1 (stereo not given)	1	-5	4	-5	-4	4	-3	-3	-7	-3
O=C(Nc1ccccc1C(F)(F)F)N1CCN(C(c2ccccc2)c2ccccc2)CC1	5	0	-8	4	0	-4	-3	6	8	-11

# (cont.)
SMILES	PLCg1 inh	DDE Tn6 FP inh	SIAE primary	PLC-beta3 inh	ASAP1 GAP inh	ARFGAP1 inh	ADAM17 inh	Tn7 DDE FP	ADAM10 inh	TDP2 absorb
Cc1ccc(N(C(=O)c2nsc(Cl)c2Cl)C(C(=O)NC2CCCC2)c2ccc(O)cc2)cc1C (stereo not given)	2	0	-3	0	0	2	7	3	6	-5
Cc1ccc(Cn2c(=O)c3c(ncn3C)n(C)c2=O)cc1	-2	3	8	-4	-3	-8	-1	0	0	17
Nc1ccc(C(=O)OCC(=O)Nc2ccc([N+](=O)[O-])cc2C(F)(F)F)cc1	6	1	-6	7	-23	10	6	-2	10	-15
CCOC(=O)C(NCCCCl)c1ccccc1 (stereo not given)	2	-9	4	4	-6	10	1	-7	8	4
Cc1ccc(NC(=O)COC(=O)Cn2c(C)csc2=O)cc1S(=O)(=O)N1CCOCC1	3	-2	3	-8	-10	-12	1	-3	1	0
COC(=O)CSc1nc(-c2ccc(C)cc2)c2c(c1C#N)CCCC2	-10	-6	-8	-13	-9	2	-3	1	8	0
Cn1cc(CCOCc2ccccc2)c2ccccc21	0	-3	3	2	-11	10	-1	-3	-1	-1
Cn1c(SCC(=O)n2c3c(c4ccccc42)CCCC3)nnc1-c1ccccc1	-1	-5	4	-1	-1	5	1	2	-3	4
Nc1nonc1C(=O)N/N=C\c1cc2c(cc1Cl)OCO2	-1	1	-16	-8	4	5	-3	6	2	1

# No enrichment for hits. Share with any hit: about 3.6%.
